RAD54 branch – RAD54 (human) branch migration inhibition; Q92698; RAD54 Holliday junction branch migration, FAM/BHQ fluorescence; inhibition, % at 10.4 µM; 0.14% of 360,000 active;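 active = mean normalized replicate activity at least 40 and at least half of replicates scoring 40 or more; inconclusive = only one of the two criteria met; inactive = mean below 40 and under half of replicates reaching 40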;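 note: 0% = median of neutral control wells and 100% = median of positive control wells; inhibitors cause a drop in the FAM fluorescence signal; in these data hits start at about 50%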
PGC1a acetyl inh – PGC1a acetylation modulation, inhibitor mode; U2OS PGC1a acetylation, AlphaScreen anti-acetyl-lysine; with virally co-expressed GCN5 acetyltransferase; 0.17% of 350,000 active; inhibition, % at 15.6 µM;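 active = every replicate shows inhibition of at least 40%; inconclusive = mean inhibition at least 40% but some replicate below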;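 note: 0% = neutral control wells and 100% = positive control wells; some results beyond the cut were filed as inactive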
Cneo AK release – causes C. neoformans cell lysis. adenylate kinase release luminescence, 4 h; normalised: neutral wells 0, clomiphene wells 100. lysis activity, % at 15 µM. 0.2% of 360,000 active. AID 651654;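 active = mean lysis activity across replicates of at least 80%, whatever share of replicates individually reach that level; inactive = mean lysis activity below 80%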
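Test system: log-phase Cryptococcus neoformans yeast cells; Quantity: yeast cell density of 5 × 10^6 cells/mL; Buffer or medium: YPD; Doses: single compound concentration per well; Timing: 4 h at 37 °C static, read 1 h later; Measured by: AK luminescence; Read-out basis: lysis from increased AK signal; Control set: Clomiphene as positive control.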
ERAP1 inh – blocks human ERAP1 aminopeptidase activity; inhibition, % at 10.7 µM; recombinant ERAP1, Leu-AMC fluorescence, 60 min; AID 652197; 0.15% of 340,000 active;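 active = mean replicate inhibition of at least 30%, or all replicates individually reaching that 30% level; inactive = mean below 30% and not every replicate reaching it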;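 note: 0% = neutral control wells and 100% = L-leucinethiol positive control wells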
Target sequence (Q9NZ08 whole entry, looked up): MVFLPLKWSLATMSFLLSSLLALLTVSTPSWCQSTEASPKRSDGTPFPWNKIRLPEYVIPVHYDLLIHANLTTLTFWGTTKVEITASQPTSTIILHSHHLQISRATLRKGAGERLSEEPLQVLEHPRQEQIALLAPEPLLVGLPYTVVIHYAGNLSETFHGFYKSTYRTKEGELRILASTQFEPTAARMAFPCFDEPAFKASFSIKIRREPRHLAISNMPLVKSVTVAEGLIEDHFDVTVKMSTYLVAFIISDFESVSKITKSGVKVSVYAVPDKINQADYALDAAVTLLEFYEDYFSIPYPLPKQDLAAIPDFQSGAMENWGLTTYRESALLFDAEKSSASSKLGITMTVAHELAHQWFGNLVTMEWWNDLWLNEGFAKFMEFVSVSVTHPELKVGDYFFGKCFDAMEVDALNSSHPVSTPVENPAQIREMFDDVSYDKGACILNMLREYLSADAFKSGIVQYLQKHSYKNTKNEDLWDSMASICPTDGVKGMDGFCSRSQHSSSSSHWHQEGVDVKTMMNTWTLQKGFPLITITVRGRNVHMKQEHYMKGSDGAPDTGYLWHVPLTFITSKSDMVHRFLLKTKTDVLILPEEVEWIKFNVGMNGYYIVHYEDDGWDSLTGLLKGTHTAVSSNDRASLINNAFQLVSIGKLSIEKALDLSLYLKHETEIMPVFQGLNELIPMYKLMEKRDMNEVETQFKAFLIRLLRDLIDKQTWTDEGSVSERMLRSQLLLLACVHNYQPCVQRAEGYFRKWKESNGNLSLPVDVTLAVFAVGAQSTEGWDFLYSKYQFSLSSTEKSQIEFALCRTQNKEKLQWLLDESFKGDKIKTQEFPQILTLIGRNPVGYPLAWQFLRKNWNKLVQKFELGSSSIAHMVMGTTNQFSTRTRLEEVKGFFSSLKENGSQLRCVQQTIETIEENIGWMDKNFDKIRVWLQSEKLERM
E-sel inducer – induces E-selectin expression in human endothelial cells. AID 686992. activation, % at 7.58 µM. P16581. HUVEC E-selectin immunofluorescence imaging; normalized: neutral wells 0, TNF-alpha wells 100. 0.37% of 260,000 active;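 active = mean E-selectin-positive cell signal at least 10% of the positive control, reached in at least 60% of replicates, without over 20% cell loss; inconclusive = no rule given, readout overlaps actives, possibly toxicity-flagged; inactive = the rest, including those meeting only one limit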;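 note: in these data hits start at about 27%; measured in HUVEC primary endothelial cells; signal is the percent of cells scored E-selectin positive by PE staining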
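Test system – human umbilical vein endothelial cells (HUVEC), E-selectin induction · Input – 3,000 HUVEC seeded per well · Buffer or medium – EGM-2, gelatin · Compound dosing – single-point compound dose · Detection – immunofluorescence imaging · Measure – percent E-selectin-positive cells · Controls – TNF-alpha high, DMSO low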
PglD DTNB – blocks C. jejuni PglD acetyltransferase activity; purified PglD enzyme, DTNB colorimetric CoA detection; inhibition, % at 12.5 µM; 0.098% of 360,000 active; in the data active = inhibition above about 16%, passing the limit was not always enough; inconclusive = no clear call, values can overlap the other calls; note: strong numbers were not always called active
miR-122 sensor – inhibitors of miR-122 in Huh7 cells. 0.3% of 340,000 active. Huh7 miR-122 Renilla luciferase sensor, 48 h; neutral wells = 0, positive control = 100. activation (reporter increase), % at 12.5 µM;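 active = mean replicate activation score at least 90 and every replicate individually at or above 90; inconclusive = only one of the two criteria met; inactive = neither criterion met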;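 note: higher luciferase means less miR-122 activity so hits act as miR-122 inhibitors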
RAD52 inh – blocks human RAD52 DNA annealing; recombinant RAD52 DNA annealing, FRET fluorescence; P43351; 0.46% of 360,000 active; inhibition, % at 18.7 µM;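 active = every replicate showing at least 50% inhibition; inconclusive = mean inhibition at least 50% but not in every replicate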
* marks the source's active call; other numbers are inactive results; ? = inconclusive; nt = not tested or not shown; & = joins results of further samples; [ ] = dose if it differs, or a comment.

SMILES	RAD54 branch	PGC1a acetyl inh	Cneo AK release	ERAP1 inh	E-sel inducer	PglD DTNB	miR-122 sensor	RAD52 inh
C[C@@H]1CN([C@H](C)CO)C(=O)c2cc(NC(=O)CCC(F)(F)F)ccc2O[C@@H](C)CCCCO[C@H]1CN(C)C(=O)c1ccncc1	3	4	5	nt	-0.2	1	2[16.7 µM]	nt
C[C@H]1CN([C@@H](C)CO)C(=O)Cc2cc(NC(=O)Cn3cnnn3)ccc2O[C@H]1CN(C)Cc1ccccc1	-6	nt	-6	-1	-0.2	0	-4[16.7 µM]	8
CCN(CC)S(=O)(=O)c1ccc2c(c1)N(CC(=O)N1CCC(C(N)=O)CC1)C(=O)CO2	-8	-4	-1	-3	nt	1	8	-1
O=C(CCn1cnnn1)Nc1cccc(F)c1	nt	3	nt	2	-0.1	nt	nt	-6
CC(C)(C)C(=O)Nc1ccccc1C(=O)NCc1ccco1	-6	-17	2	nt	nt	-2	0	nt
CCOc1ccc(CNC(=O)CCC(=O)n2nc(C)c3ccccc32)cc1	-1	2	0	1	nt	3	1	-7
Cc1cccc(N2NC(=O)/C(=C/c3ccc(-c4ccc(Cl)c(C(=O)O)c4)o3)C2=O)c1	nt	-4	nt	4	0.4	nt	nt	-6
Nc1nc(-c2ccc(S(=O)(=O)N3CCCCC3)cc2)cs1	-8	4	2	6	nt	4	-3	-11
C[C@@H]1CN([C@@H](C)CO)C(=O)c2cc(-c3cncnc3)cnc2O[C@H]1CN(C)C(=O)CN1CCOCC1	6	14	105*	3	0.1	3	-12[16.7 µM]	3
O=C(Cc1cccnc1)N1CC(=O)N2[C@@H](CO)[C@H](c3ccc(/C=C/c4ccccc4)cc3)[C@@H]2C1	nt	-8	nt	-1	1.1	nt	nt	-2
Cc1c(-c2ccccc2)c(=O)oc2ccc(O)cc12	-15	10	-16	-2	nt	-2	nt	-8
CN(C)CC(=O)N1CC[C@@H]2[C@H]1c1cc(-c3ccccc3)ccc1N(C)[C@H]2CO	2	0	-5	-3	0.6	3	1[16.7 µM]	-6
O=C(CNC(=O)c1ccc(F)cc1)c1ccc(Cl)cc1	5	nt	0	0	nt	1	0	-22
Cc1nonc1NC(=O)CSc1nc(CCC2CCCC2)nc2ccccc12	-7	-12	15	0	0.9	9	0	-20
C[C@H]1CN([C@@H](C)CO)C(=O)c2cccc(NC(=O)c3cnccn3)c2O[C@H]1CN(C)Cc1ccccc1	-2	nt	-4	11	0.1	3	58[16.7 µM]	-11
CC(C)CNC(=O)c1ccccc1NC(=O)c1ccc(CSc2ccccc2)cc1	1	nt	-2	1	2.6	-4	-5	-12
O=C(O)C1CCCN1S(=O)(=O)c1ccc(Br)s1 (configuration not stated) (tested in a mixture with another compound)	-3	?	2	9	nt	4	-3	-4
CC(=O)Nc1cccc(-c2nc3ccccc3s2)c1C	1	0	1	22	-1.0	-4	-16	-8
O=S(=O)(NCC1CCN(Cc2ccccc2)CC1)c1ccccc1C(F)(F)F	-6	-20	0	-8	nt	2	7	-10
CC(=O)Nc1ccc2c(c1)C(=O)N(C)[C@H]1CC[C@@H](CC(=O)NCC3CCCCC3)O[C@H]1CO2	-7	9	1	nt	0.0	-2	58[16.7 µM]	nt
CC(CN1CCCCC1)OC(=O)c1cc2ccccc2o1 (configuration not stated)	-8	-8	1	nt	nt	1	0	nt
Cc1ccc(CNC(=O)C2CCN(S(=O)(=O)c3ccc4c(c3)CC(C)N4C(=O)C3CCC3)CC2)o1 (configuration not stated)	-6	-13	2	5	nt	-3	-4	-22
CC(=O)N1CCN(c2ccc(NC(=O)c3ccccc3Br)cc2Cl)CC1	2	-2	-1	nt	nt	-2	-2	nt
CC(C)(C)NC(=O)Cc1ccc(S(=O)(=O)N2CCCC2)s1	3	-1	0	nt	nt	-3	-2	nt
CC1(c2ccccc2)NC(=O)N(CC(=O)Nc2ccc3c(c2)OCO3)C1=O (configuration not stated)	0	4	-1	-5	nt	2	13	-9
CC(C)(C)OC(=O)C[C@H]1C/C=C\C[C@H](CC(=O)N(CCO)Cc2ccccc2)C(=O)N[C@H](C(C)(C)C)COC1=O	-5	nt	18	-2	-0.4	4	-7	-12
CCN(CC)C(=O)CS(=O)(=O)CC(=O)Nc1cc(OCCOC)c(Cl)cc1Cl	nt	17	nt	-2	0.1	nt	-7	-2
CCc1ccccc1N(CC(=O)N/N=C/c1ccc(OC(=O)OC)c(OC)c1)S(C)(=O)=O	-9	-10	-1	nt	nt	0	0	nt
Cc1ccc(N2C(=O)N(CC(=O)Nc3ccc([N+](=O)[O-])cc3)C(=O)C2C)cc1 (configuration not stated)	9	nt	-1	3	nt	-1	-3	-8
O=C(c1ccccn1)N1CCN(S(=O)(=O)c2ccccc2)CC1	-6	4	0	-1	0.0	4	-5	-3
CC(C)C#Cc1ccc2c(c1)O[C@H](CN(C)C)[C@@H](C)CN([C@@H](C)CO)S2(=O)=O	-7	-6	-1	1	-0.2	0	nt	-6
COc1cc(C(C)=O)ccc1Oc1ncnc2c1cnn2-c1ccc(F)cc1	3	5	24	nt	nt	5	-3	nt
CCOc1ccc(-c2nc(-c3ccc(OC)cc3)no2)cc1OCC	-5	-1	-2	nt	nt	-3	-7	nt
C[C@H](CO)N1C[C@H](C)[C@@H](CN(C)Cc2ccc(Cl)c(Cl)c2)OCCCC[C@H](C)Oc2ccc(NC(=O)c3ccccc3)cc2C1=O	5	13	15	-1	-0.3	1	-15[16.7 µM]	-8
Cc1noc(C)c1NC(=O)Nc1ccc2c(c1)C(=O)N([C@@H](C)CO)C[C@H](C)[C@@H](CN(C)S(C)(=O)=O)O2	1	2	-2	-1	15	5	-1[16.7 µM]	1
CN(C)C(=O)CCc1nc(-c2ccc(C(C)(C)C)cc2)no1	-12	-11	-13	nt	nt	8	-4	nt
COc1ccccc1OCC(=O)NC1CC(C)(C)NC(C)(C)C1	6	nt	-1	0	nt	3	0	-11
Cc1ccc(C(=O)CN(C(=O)c2ccc(Cl)c(Cl)c2)N2C(=O)C3CCCCC3C2=O)cc1C (configuration not stated)	0	nt	4	nt	nt	-1	-22	nt
CCCNC(=O)Nc1nnc(C2CC2)s1	-4	nt	1	13	nt	-1	6	-5
CCO[C@@H]1OC(C(=O)Nc2ccccc2)=C[C@H](c2ccc(C(F)(F)F)cc2)[C@H]1CCCO	-3	-6&-3	-2&3	-2&2	-0.1	-1	14	-17&16
Cc1ccc(NC(=O)CN2C(=O)NC(C)(c3ccc(Cl)cc3)C2=O)c(Br)c1 (configuration not stated)	-12	nt	1	-1	nt	-7	nt	3
NC(=S)NN=Cc1nccc2c(C(F)(F)F)cccc12	-9	2	-3	-1	-0.5	-2	nt	-17
CCOc1ccc2[nH]c(C(=O)N/N=C/c3ccccc3OC)cc2c1	15	4	-1	-1	0.7	3	4	-5
CCN(C[C@H]1N[C@@](C)(C(=O)OC)[C@H]2C(=O)N(C)C(=O)[C@@H]12)S(=O)(=O)c1ccc(OC)cc1	1	nt	0	-3	nt	4	nt	-8
CN(C(=O)COC(=O)C12CC3CC(CC(Cl)(C3)C1)C2)c1ccccc1	-6	-25	-2	-1	0.0	9	-5	-20
COc1cc(NS(=O)(=O)c2ccc(N/C=C\C(=O)c3ccc(OC)c(OC)c3)cc2)nc(OC)n1	-10	3	-6	-26	4.7	-6	-3	-12
CN(CC(=O)Nc1ccccc1C(=O)NC1CC1)Cc1ccco1	4	-3	1	1	-0.3	-1	-4	-32
Cc1cc(O)c(C=Nc2ccc(Cl)cn2)c(=O)o1	-17	9	1	nt	nt	-5	-1	nt
Cc1nn(-c2ccc(N3CCCCC3)nn2)c(C)c1CCC(=O)Nc1ccccc1F	1	-6	-4	0	nt	1	3	-8
CCOC(=O)c1c(C)[nH]c(C(=O)CSc2nnc(-c3ccncc3)n2CC)c1C	2	7	-2	nt	nt	-1	5	nt
Cc1nn(C)c(C)c1CN(C)C(=O)C1CCC(=O)N(C2CCCCCC2)C1 (configuration not stated)	3	1	1	0	3.9	1	-5	-1
CCN(CC(=O)Nc1ccc(NC(C)=O)cc1)C(=O)CSc1ncnc2sc(C)c(C)c12	-4	-7	2	0	nt	2	2	-304
CCn1c(=O)c(=O)[nH]c2cc(C(=O)NC(C)c3ccc(S(N)(=O)=O)cc3)ccc21 (configuration not stated)	-9	nt	1	0	0.1	-8	-4	-17
O=C(c1ccccc1)c1ccc(-n2ccnc2)c([N+](=O)[O-])c1	-3	nt	-2	-7	nt	0	nt	-1
CN(CCc1ccccn1)Cc1ccc(Cl)c(Cl)c1	3	-8	1	0	2.3	5	-7	-5
O=C(COc1ccccc1)N[C@@H]1c2ccccc2CC[C@H]1OCc1ccccc1	-6	-11	2	-2	0.9	-6	41	-3
COC(=O)c1[nH]c2c(c1C)C(=O)CC(c1ccc(C)cc1)C2 (configuration not stated)	-4	-11	2	nt	nt	-6	5	nt
O=C(O)COc1c(F)c(F)c(C(F)(F)F)c(F)c1F	-7	nt	-5	nt	nt	2	4	nt
CCOc1ccc(C2CC(=O)n3nc(C45CC6CC(CC(C6)C4)C5)nc3S2)cc1OC (configuration not stated)	10	-5	-1	nt	nt	0	-3	nt
O=C(O)CCCC(=O)Nc1ccc(OCc2nc3ccccc3s2)cc1	-6	11	-11	5	nt	-3	5	-13

The list goes on:
SMILES	RAD54 branch	PGC1a acetyl inh	Cneo AK release	ERAP1 inh	E-sel inducer	PglD DTNB	miR-122 sensor	RAD52 inh
CCCCn1c(N)c(N(CCOC)C(=O)c2ccc(Cl)c(S(=O)(=O)N3CCCC3)c2)c(=O)[nH]c1=O	6	nt	1	2	0.3	-2	nt	-23
COc1cccc(NC(=O)N[C@@H]2C=C[C@@H](CC(=O)Nc3ccc(-c4ccccc4)cc3)O[C@@H]2CO)c1	-8	-4	1	-1	1.4	-1	nt	-5
C[C@@H]1NS(=O)(=O)c2cc(Cl)ccc2O[C@@H]1c1ccccc1	0	nt	0	nt	9.2	-1	nt	-11
COc1ccc(NC(=O)N(C)C[C@H]2OCCCC[C@@H](C)Oc3ccc(NC(=O)Nc4ccc5c(c4)OCO5)cc3C(=O)N([C@H](C)CO)C[C@H]2C)cc1	-19	23	3	0	0.1	-1	1[16.7 µM]	23
CCc1ccc2oc(C(=O)N3CCN(c4ccc(OC)cc4)CC3)cc(=O)c2c1	5	-4	0	-7	0.0	0	nt	-12
COc1cc(NCCCC(C)N)c2ncccc2c1 (configuration not stated)	69*	-8	1	nt	nt	nt	4	nt
COc1ccc(-c2nnc(NC(=O)CS(=O)(=O)c3ccc(F)cc3)o2)cc1	5	nt	0	2	0.1	-2	-7	-22
C[C@H](NC(=O)C[C@H]1C[C@H]2c3cc(NC(=O)c4cccnc4)ccc3O[C@H]2[C@H](CO)O1)c1ccccc1	8	-1	-3	2	0.8	0	5[16.7 µM]	3
CC1(C)CC(=O)c2cn3ncnc3nc2C1	-9	-19	0	1	nt	1	1	-8
O=C1CCCc2c1cc(C(=O)Nc1ccc(Br)cn1)c(=O)n2-c1ccccc1	-3	-14	-3	nt	nt	-7	-5	nt
COc1cc2c(cc1NC(=O)c1cc(-c3ccncc3)nc3ccc(C)cc13)oc1ccccc12	0	-1	2	nt	nt	2	-4	nt

Screening results deposited in PubChem BioAssay by Broad Institute.
